Screening results as filed in PubChem.
B2AR arrestin = agonists driving beta-arrestin recruitment to human beta2-adrenergic receptor; P07550; beta-arrestin recruitment to beta2AR, cell-based reporter; Potency, µM (highest dose often 46.1 µM), for inactives: at the top dose activation, actives largely listed as activators; hit rate 0.02% among 330,000; AID 492947;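 also: potency is read from the fitted curve at half-maximal effect; 0% = DMSO controls and full agonism = EC100 isoproterenol or metaproterenol; nearly all actives have a fitted effect of over 65% in size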
Giardia killer = Giardia lamblia killing; Giardia lamblia trophozoite viability; activity change, % at 7.66 µM, hits read low; hit rate 0.15% among 340,000; in the data active = activity change below about -80%; inconclusive = between about -30% and that limit;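 also: parasites exposed to compound for two days anaerobically before the ATP read; % is scaled to controls: 0 for no effect and ±100 for the full control effect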
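Giardia trophozoites, 100 cells per well, were exposed to compounds for 48 hrs at 37 deg C under anaerobic conditions; viability was then read as ATP content by bioluminescence after 15-30 min at room temperature.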
ASM inhibitor = human S-ASM enzyme inhibition | P17405 | placental ASM, HMU-PC fluorogenic substrate, 60 min | Potency, µM (series often up to 57.5 µM), for inactives: at the highest dose activity change, negative = inhibition, most hits filed as inhibitors | hit rate 0.006% among 340,000 | AID 504937; also: potency is read from the fitted curve at half-maximal effect
Target sequence (P17405 47-631 limits assumed): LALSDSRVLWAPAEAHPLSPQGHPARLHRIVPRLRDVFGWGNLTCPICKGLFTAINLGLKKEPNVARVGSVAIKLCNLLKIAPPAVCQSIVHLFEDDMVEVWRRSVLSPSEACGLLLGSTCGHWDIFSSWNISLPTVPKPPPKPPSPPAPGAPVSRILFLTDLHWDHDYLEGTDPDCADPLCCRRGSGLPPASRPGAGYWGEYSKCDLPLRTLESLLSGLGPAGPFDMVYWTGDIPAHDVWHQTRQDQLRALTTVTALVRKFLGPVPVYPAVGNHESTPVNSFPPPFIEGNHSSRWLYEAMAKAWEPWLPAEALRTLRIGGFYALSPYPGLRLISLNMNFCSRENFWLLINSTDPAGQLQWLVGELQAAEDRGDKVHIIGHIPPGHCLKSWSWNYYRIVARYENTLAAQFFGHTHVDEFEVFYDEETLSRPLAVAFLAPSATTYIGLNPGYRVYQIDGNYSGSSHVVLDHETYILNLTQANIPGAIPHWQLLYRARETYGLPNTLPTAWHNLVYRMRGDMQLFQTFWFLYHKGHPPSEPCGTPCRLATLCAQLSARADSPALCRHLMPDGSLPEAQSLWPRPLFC
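Fluorescence read-out (Ex 386 nm, Em 447 nm) after stopping the reaction at pH 10. Enzyme: ASM from human placenta; substrate HMU-PC0, 9 uM final; 60 min, 37 °C. Compound preincubation 10 min, ambient temperature.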
Menin-MLL TR inh = displaces Texas Red mutant MLL peptide from human menin. O00255. hit rate 0.23% among 270,000. Menin + Texas Red MLL mutant peptide, fluorescence polarization. Potency, µM (series often up to 61.6 µM), for the others: at the top dose FP activity change, negative = inhibition, most hits filed as inhibitors; active = well fitted inhibition curve with a large enough effect in the polarisation, with a control signal flat, not every such curve was filed as active; inconclusive = small, poorly fitted or top-dose-only effect, or effect the other way, or a change in a side signal; inactive = no such curve, though single readings can be large or run the other way; the % refers to the polarisation; also: potency is read from the fitted curve at half-maximal effect; % of control where 0% means no effect; many of its hits are not listed in these tables
FBPA coupling cs = inhibits coupling enzyme system, counter-screen for aldolase hits. coupling enzyme system counterscreen, AmpLite Red fluorescence. activity change, negative = inhibition, % at 58.2 µM, hits read low. hit rate 0.67% among 290,000. AID 2472; in the data active = activity change below about -30%; also: % is scaled to controls: 0 for no effect and ±100 for the full control effect
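Fluorescence at 525 nm excitation and 598 nm emission measured inhibition of the coupled detection system without aldolase. Compounds (at 57.5 uM final) were preincubated 10 min at room temperature with coupling enzyme reagent before a 20 min substrate/AmpLite Red step.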
GALK inhibitor = galactokinase (human) inhibition. P51570. Purified GALK, Kinase-Glo residual ATP luminescence. Potency, µM (highest dose often 57.5 µM), inactives show top-dose activity change, negative = inhibition, most hits filed as inhibitors. hit rate 0.007% among 270,000; also: potency is read from the fitted curve at half-maximal effect; % is scaled to controls: 0 for no effect and ±100 for the full control effect
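Human GALK (5 nM) with 35 uM ATP and 100 uM galactose in 20 mM HEPES pH 8.0, 5 mM MgCl2, 60 mM NaCl, 1 mM DTT, 0.01% BSA. After 1 h at room temperature, leftover ATP was read by Kinase-Glo Plus luminescence.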
PKM2 act = PKM2 (human) enzyme activation; P14618; purified PKM2, Kinase-Glo ATP luminescence, activation; response scale: 0% is enzyme alone, no compound; Potency, µM (doses to about 57.5 µM), for the others: at the top dose activation, actives largely listed as activators; hit rate 0.34% among 260,000; also: potency is read from the fitted curve at half-maximal effect; % is scaled to controls: 0 for no effect and ±100 for the full control effect; nearly all actives have a fitted effect of over 55% in size
Target sequence (P14618 whole entry, looked up): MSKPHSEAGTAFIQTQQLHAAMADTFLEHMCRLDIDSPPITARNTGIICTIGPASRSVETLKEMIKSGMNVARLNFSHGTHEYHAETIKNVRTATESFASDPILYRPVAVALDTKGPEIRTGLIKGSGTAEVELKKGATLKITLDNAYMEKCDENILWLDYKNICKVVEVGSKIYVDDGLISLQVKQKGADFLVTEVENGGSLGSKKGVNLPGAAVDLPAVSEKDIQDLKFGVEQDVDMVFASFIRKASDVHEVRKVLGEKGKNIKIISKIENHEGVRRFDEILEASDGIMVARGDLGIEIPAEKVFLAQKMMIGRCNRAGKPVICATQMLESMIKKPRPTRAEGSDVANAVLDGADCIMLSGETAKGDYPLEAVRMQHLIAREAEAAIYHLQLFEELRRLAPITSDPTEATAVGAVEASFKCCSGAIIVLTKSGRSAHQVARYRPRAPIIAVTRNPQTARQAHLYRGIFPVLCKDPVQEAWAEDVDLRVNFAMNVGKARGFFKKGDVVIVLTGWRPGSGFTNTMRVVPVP
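ATP formation by purified human PK-M2, quantified via coupled luciferase luminescence after 1 h at room temperature with 0.1 mM ADP and 0.5 mM PEP final.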
Tb PFK inh = blocks T. brucei phosphofructokinase | AID 485367 | hit rate 0.17% among 330,000 | O15648 | T. brucei PFK, ADP-Glo luminescence | Potency, µM (doses to about 57.5 µM), for the others: at the top dose activity, negative = inhibition, usual class: inhibitors;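 also: potency is read from the fitted curve at half-maximal effect; 0% = uninhibited 1x PFK enzyme wells and -100% = no-enzyme wells; nearly all actives have a fitted effect of over 60% in size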
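In TEA buffer at pH 8.0 with 5 mM MgCl2, enzyme (1.25 nM) converted F6P (0.5 mM) and ATP (0.1 mM) for 45 min at room temperature. ADP product was read by luciferase luminescence.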
Integrin act MD = integrin-mediated muscular dystrophy alleviation activation; alpha7betagal myoblasts, beta-gal FDG fluorescence, 48 h; Potency, µM (doses to about 38.3 µM), for inactives: at the top dose activation, most hits filed as activators; hit rate 0.064% among 350,000;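 also: potency is read from the fitted curve at half-maximal effect; 100% = response of the positive control SU9516; nearly all actives have a fitted effect of over 60% in size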
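alpha7betagal+/- myoblasts (passage 13, 250/well) treated 48 h at 37C with compounds at 1:260 dilution of DMSO stock. Lysed, then beta-galactosidase activity read as FDG fluorescence (ex 480/em 540) after 30 min, with pre-read for autofluorescence.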
TSG101-PTAP inh = blocks PTAP/TSG101 interaction to inhibit HIV-1 budding; 340,000 tested, under 10 active; Potency, µM (top dose mostly 115 µM), for inactives: top-dose activity change, negative = inhibition, hits mostly inhibitors; AID 493005; Q99816; Fluorescence polarization, FITC-PTAP peptide / Tsg101 binding; active = well fitted inhibition curve with a large enough effect in the main read-out, with a control signal flat, not every such curve was filed as active; inconclusive = small, poorly fitted or top-dose-only effect, or effect the other way, or a change in a side signal; inactive = no such curve, though single readings can be large or run the other way; also: potency is read from the fitted curve at half-maximal effect; % of control where 0% means no effect
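Fluorescence anisotropy tracks displacement of a FITC-tagged PTAP peptide (50 nM) from the Tsg101 binding domain (10 uM), following a 20 min room-temperature incubation at pH 7.5.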
Chronic BCR inh = inhibitors of chronic active B-cell receptor signaling. ABC-DLBCL IkBa-CBG/CBR reporter, luminescence ratio, 4 h. Potency, µM (doses to about 46.1 µM), for the others: at the highest dose ratio change, negative = lower green/red ratio, usual class: inhibitors. hit rate 0.05% among 340,000. AID 493014; active = well fitted inhibition curve with a large enough effect in the signal ratio, with a control signal flat, not every such curve was filed as active; inconclusive = small, poorly fitted or top-dose-only effect, or effect the other way, or a change in a side signal; the % refers to the signal ratio;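 also: potency is read from the fitted curve at half-maximal effect; plate controls were basal doxycycline-induced cells for no effect and cells given 10 µM MG132 for full effect; MG132 reads +100%, hits lower the ratio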
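TMD8 ABC-DLBCL cells carrying doxycycline-inducible green luciferase fused to IkappaBalpha plus unfused red luciferase were exposed to compounds (up to 46 uM) for 4 hrs at 37C. Activity came from the overlap-corrected green/red luminescence ratio.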
The depositor's hits bear a star; ? = inconclusive; / = no result given; & = joins results of further samples; [ ] = remark or other dose. Unless noted, calls follow the shape of the dose curve; as a rule, active = well fitted curve in the direction sought with a large enough effect; inconclusive = small, poorly fitted or top-dose-only effect, or another doubt; inactive = no such curve, though single readings can be large; an effect the other way counts as inactive or inconclusive. Only part of the results is shown; count on the stated rates, not on these rows.

SMILES	B2AR arrestin	Giardia killer	ASM inhibitor	Menin-MLL TR inh	FBPA coupling cs	GALK inhibitor	PKM2 act	Tb PFK inh	Integrin act MD	TSG101-PTAP inh	Chronic BCR inh
O=C(CCc1c[nH]c2ccccc12)NCCc1ccc(O)cc1	4.5%	-4	1%	20%	1	/	/	2%	11%	-3%	?
S=C(Nc1ccccc1)N1CCn2cccc2C1c1cccnc1 (stereo not drawn)	0.2%	-4	7%	19%	0	0%	-2%	-2%	-8%	-1%	?
CCCNC(=O)Cn1c(=O)oc2cc(S(=O)(=O)N3CCCC3)ccc21	-0.8%	2	4%	7%	2	/	1%	0%	1%	-2%	-1%
CSCCC(NC(=O)c1ccco1)C(=O)NC1CCCCCC1 (stereo not drawn)	0.1%	12	-2%	/	/	/	/	-8%	?	-7%	-3%
O=C(CN1CCN(c2ncc(C(F)(F)F)cc2Cl)CC1)NC(=O)NCc1ccccc1	0.4%	2	-3%	0%	-1	0%	1%	-11%	22%	-4%	1%
CN(CC(=O)Nc1ccccc1Cl)C(=O)COC(=O)c1nc(Cl)ccc1Cl	-0.3%	-2	5%	/	/	/	/	0%	9%	-2%	7%
Cn1cc(Cl)c(C(=O)Nc2nccs2)n1	0.2%	4	6%	/	3	0%	/	4%	4%	-12%	0%
CCOc1ccc(N(CCC#N)S(=O)(=O)c2ccc(OC)cc2)cc1	3.1%	0	0%	-8%	-3	-1%	9%	-11%	0%	-2%	-2%
C/C(=C\C1CCCCC1)C(NC(=O)c1ccc(C(F)(F)F)cc1)c1ccc(-c2ccccc2)cc1 (stereo not drawn)	/	13	-6%	14%	-1	/	0%	/	5%	-4%	/
Nn1c(SCC(=O)Nc2ccc3c(c2)CCC3)nnc1C1CC1	-0.1%	3	1%	/	/	/	/	2%	30%	-2%	-2%
O=S(=O)(NCCC1=CCCCC1)c1ccc(Br)cc1	-0.3%	-14	-6%	/	/	-3%	-1%	3%	2%	0%	7%
O=C(c1ccc(-n2cncn2)c([N+](=O)[O-])c1)N1CCN(S(=O)(=O)c2ccc(F)c(F)c2)CC1	-2.5%	-27	2%	/	/	/	/	-1%	4%	1%	9%
O=C(c1cccnc1)N1CCCc2ccccc21	-0.1%	-20	4%	3%	2	-5%	-1%	2%	-10%	/	3%
CCn1nc(C(=O)Nc2cc(Cl)ccc2-n2cncn2)c2ccccc2c1=O	0.0%	-8	0%	/	/	/	/	1%	7%	8%	-15%
CCOC(=O)C1CCCN(C(=O)c2ccc3[nH]c4c(c3c2)CC(C)CC4)C1 (stereo not drawn)	-0.9%	-30	2%	/	/	/	/	14%	23%	5%	?
O=C(Nc1ccc2c(c1)OCO2)C1CC1	0.1%	-19	5%	/	/	/	/	4%	-3%	-4%	1%
Cc1cc(NCC(c2ccccc2)c2ccccc2)n2ncnc2n1	-0.1%	-29	0%	-22%	1	3%	-13%	-3%	-19%	-2%	29%
O=C(CN1C(=O)NC2(CCCC2)C1=O)OCCOc1ccc(Br)cc1	-0.9%	-24	-4%	/	/	/	/	1%	-7%	-4%	-1%
CCOc1ccccc1N(C(=O)CNS(=O)(=O)c1ccccc1)C(CC)C(=O)NCc1ccco1 (stereo not drawn)	2.3%	5	-2%	0%	-4	0%	-2%	-8%	4%	-2%	-18%
Cc1c(OCC(=O)N2C[C@H]3C[C@@H](C2)c2cccc(=O)n2C3)ccc2c3c(c(=O)oc12)CCC3	-0.8%	15	2%	?	5	/	-11%	3%	18%	-1%	-6%
CCCCN(N=Nc1nonc1OC)c1nonc1OC	0.1%	-28	-11%	5%	4	1%	2%	2%	10%	-8%	-1%
CC(=O)N1C(=O)/C(=C2\SC(=S)N(c3c(C)n(C)n(-c4ccccc4)c3=O)C2=O)c2ccccc21	-0.2%	0	3%	11%	-40*	-2%	4%	-1%	8%	-4%	5%
COC(=O)c1cc(-c2ccc(OC)cc2)on1	-0.2%	-9	3%	7%	0	-1%	3%	0%	4%	-8%	11%
COc1ccc(CCNC(=O)/C=C\c2ccccc2)cc1OC	-0.5%	-9	-1%	0%	3	/	7%	1%	-1%	-4%	?
O=C(OCc1ccc(Cl)cc1)c1cnccn1	0.1%	21	0%	/	-2	-3%	-12%	-4%	8%	-2%	0%
COc1ccc(C(=O)Nc2nc3cc(OC)c(OC)cc3c(=O)[nH]2)cc1	-0.2%	16	-2%	-8%	0	-2%	-10%	-14%	-5%	-4%	1%
CCc1c(O)nc(SCC(=O)Nc2ccc3c(c2)CCC3)[nH]c1=O	-0.2%	2	-5%	44%[activator]	8	-1%	15%	0%	0%	-2%	0%
Cc1ccc(NC(=O)NNC(=O)COc2ccc([N+](=O)[O-])cc2)cc1C	-0.9%	-17	-1%	?	1	-5%	-1%	3%	10%	-1%	-1%
CC(=O)c1cccc(N(C(=O)c2cnccn2)C(C(=O)NCc2ccccc2)c2ccco2)c1 (stereo not drawn)	-2.0%	-23	6%	-16%	2	0%	0%	-3%	12%	-8%	1%
c1ccc(Oc2cccc(CN3CCOCC3)c2)cc1	0.0%	11	4%	-2%	2	0%	1%	0%	-8%[7.66 µM]	-3%	8%
Oc1ccccc1Cn1c(-c2ccccc2O)nc2ccccc21	/	15	-4%	?	-7	-2%	-2%	/	-27%	1%	/
CCC(=O)Nc1ccc(C(=O)COC(=O)CCN2C(=O)C3CC=CCC3C2=O)cc1 (stereo not drawn)	0.3%	-4	0%	/	/	/	/	6%	5%	-4%	-1%
Cc1c[n+]([O-])ccc1Oc1ccc([N+](=O)[O-])cc1	0.0%	1	4%	/	/	/	/	0%	2%	-10%	-12%
Cc1ccc(NC(=O)CCC(=O)N/N=C/c2cc([N+](=O)[O-])ccc2O)cc1	-0.4%	-18	-1%	?	0	-2%	-8%	0%	-8%	-1%	-6%
O=C(Nc1nnc(C2CCCC2)s1)C1CCC1	0.4%	28	2%	4%	0	8%	-2%	-2%	-16%	-3%	-1%
CC/C(C)=N/Nc1ccc(S(=O)(=O)N2CCCC2)cc1[N+](=O)[O-]	0.0%	-8	-12%	-12%	-1	0%	9%	0%	-15%	-2%	-2%
COCCNC(=O)CN(c1ccc(C)cc1)S(=O)(=O)c1ccccc1	-0.2%	-10	1%	-6%	1	3%	-3%	-6%	16%	-9%	3%
COC(=O)c1ccccc1NC(=O)NCc1cccnc1	-0.1%	7	5%	13%	2	0%	12%	-1%	-27%	-6%	4%
C=CC1=C2C=C(C3CC3)N(C3CC3)C=C2C(=O)C(C)(OC(=O)c2ccco2)C1=O (stereo not drawn)	/	2	10%	-2%[11.7 µM]	-11	/	-5%[11.5 µM]	/	-19%	-8%	/
COc1ccc(NC2=CC(c3ccccc3)N(c3ccc(OC)cc3)C2=O)cc1 (stereo not drawn)	-0.1%	-29	-7%	0%	2&0	2%	-4%	0%	-21%	-3%	13%
O=C1ON=C(c2ccccc2)/C1=C/c1ccccc1	-0.1%	58[activator]	8%	45%[activator]	7	0%	7%	-5%	?	-6%	3%
Cc1ccc(-c2c[nH]c(=S)n2-c2ccccc2)cc1	12%	22	-2%	2%	2	-1%	8%	-29%	6%	0%	-16%
CC(=O)Nc1ccc(S(=O)(=O)Nc2cccc(-c3cn4c(n3)SCC4)c2)cc1	0.1%	13	-4%	?	0	0%	15%	-5%	-6%	-5%	-13%
CCOc1nc(NCCN2CCOCC2)nc(Nc2ccc([N+](=O)[O-])cc2)n1	-0.2%	0	-1%	30%	0	-1%	1%	-2%	13%	-1%	-16%
Cc1ccc(NC(=S)N(CCN(C)C)Cc2cc3cccc(C)c3[nH]c2=O)cc1	-0.8%	10	4%	-9%	4	1%	-3%	-5%	-12%	0%	0%
CCOc1ccc(S(=O)(=O)N(CC(=O)NCC2CCCO2)c2ccc(F)cc2)cc1 (stereo not drawn)	-0.2%	0	-2%	5%	3	-2%	4%	0%	13%	-2%	-1%
CC12CN(C(=O)c3ccc([N+](=O)[O-])cc3)CC(C)(CN(C(=O)c3ccc([N+](=O)[O-])cc3)C1)C2=O	0.2%	-10	-3%	/	2	0%	3%	0%	30%	-2%	?
O=c1c2[nH]c3ccccc3c2ncn1Cc1ccncc1	0.3%	-2	3%	-5%	0	2%	-4%	-4%	-7%	0%	-4%
